Source: PubChem BioAssay
LYP inhibition – inhibitors of LYP phosphatase, biochemical, fluorescence intensity, uHTS (AID 1779); recombinant LYP phosphatase, fluorescence intensity; higher % means a stronger effect; 0.054% of 290,000 active; inhibition, % at 11.5 µM; hits with a dose series show IC50 in µM;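 also: plate controls were vehicle with enzyme for no effect and no enzyme for full effect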
P. falciparum M17LAP – P. falciparum M17LAP inhibitors, primary screen, biochemical, fluorogenic H-Leu-NHMec substrate, 1536-well (AID 1619); recombinant M17LAP, H-Leu-NHMec fluorogenic kinetic assay; higher % means a stronger effect; 0.38% of 220,000 active; inhibition, % at 30 µM, or IC50 in µM where a hit was titrated;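 active = compound inhibiting the enzyme by more than half at any dose during confirmatory dose-response retesting; inconclusive = strong single-dose inhibitors picked by rank but not retested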;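 also: plate controls were full reaction with DMSO carrier for no effect and no enzyme background for full effect; strong numbers were not always called active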
human PMI inhibitors – MPI inhibition at elevated mannose 6-phosphate – biochemical, fluorescence intensity, high mannose 6-phosphate, primary screen (AID 1220) | recombinant PMI enzyme, coupled fluorescence intensity; higher % means a stronger effect | 0.66% of 190,000 active | inhibition, % at 20 µM, or IC50 in µM where a hit was titrated
AID2073 – inhibitors of Mint1-CaV2.2 protein interaction, biochemical, HTRF (AID 2073) | HTRF protein-protein interaction, Mint1-CaV2.2; higher % means a stronger effect | one-dose inhibition, % at 20 µM; IC50 in µM for titrated hits | 0.19% of 290,000 active; in the data active = inhibition mostly above about 51%, no sharp cut-off; inconclusive = no clear call, values can overlap the other calls; inactive = mostly below about 53%; also: some results filed as inactive read as strong as hits
Dynein cargo inh – blocks dynein driven cargo transport along microtubules; 3617.4 mouse cells, GR-EGFP nuclear translocation imaging; test concentration mostly 20 µM; stimulated with dexamethasone, 1 µM; active compounds read low; z-score, hits read low; 0.47% of 220,000 active;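 active = plate z-score of nuclear minus cytoplasmic receptor signal below a set negative limit, without overly bright fluorescence or cell loss, cut at about -3.5 in these data, passing the limit was not always enough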;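 also: z-score of nuclear minus cytoplasmic ring GR-EGFP intensity difference per well; some compounds called inactive have numbers as strong as hits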
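Buffer or medium: tet-free medium with charcoal-stripped serum / Also added: dexamethasone agonist, 1.0 µM final, for 30 min / Timing: induction 48 h, compound 1 h, agonist 30 min / Measured by: high-content fluorescence imaging after fixation / Read-out: nuclear-to-cytoplasmic GR-EGFP distribution per well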
XIAP displacement – small molecules displacing peptide from XIAP – biochemical, IAP family, fluorescence polarization (AID 1018); XIAP BIR domain, fluorescence polarization peptide displacement; higher % means a stronger effect; one-dose displacement, % at 20 µM; IC50 in µM for titrated hits; 0.007% of 200,000 active; in the data active = displacement above about 50%; also: a part of the inactive calls stands beside numbers as strong as those of hits
human PMI inhibition – inhibitors of human PMI, primary screen, biochemical, fluorescence intensity, coupled assay (AID 1209). purified PMI enzyme, coupled fluorescence intensity; higher % means a stronger effect. inhibition, % at 20 µM, or IC50 in µM where a hit was titrated. 0.42% of 190,000 active;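 also: plate controls were DMSO vehicle for no effect and wells lacking substrate for full effect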
M1AAP inhibition – P. falciparum M1AAP inhibitors, biochemical, fluorogenic H-Leu-NHMec substrate, 1536-well (AID 1445); recombinant M1AAP, H-Leu-NHMec fluorogenic kinetic assay; higher % means a stronger effect; inhibition, % at 30 µM, or IC50 in µM where a hit was titrated; 0.42% of 220,000 active;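 active = primary inhibition above the hit cutoff, then over 50% inhibition at one or more dose response concentrations, cut at about 23% in these data, passing the limit was not always enough; inconclusive = conflicting primary data, or primary hits not chosen for dose response; inactive = low primary inhibition, or under 50% at every dose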;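 also: plate controls were DMSO full reaction for no effect and no enzyme background for full effect; strong numbers were not always called active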
Siah-1 displacement – Siah-1 peptide-binding antagonists, primary screen, biochemical, fluorescence polarization, rhodamine-plectin, uHTS (AID 1817); 0.02% of 290,000 active; Siah-1 / rhodamine-plectin peptide fluorescence polarization; higher % means a stronger effect; one-dose displacement, % at 20 µM; IC50 in µM for titrated hits;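 active = displacement of at least 50% at 20 µM, with a fluorescence ratio check between 0.3 and a set limit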;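 also: plate controls were Siah plus tracer with DMSO for no effect and tracer alone without Siah for full effect; strong numbers were not always called active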
Dynein cargo inh cytoplasmic EGFP – second read-out of Dynein cargo inh, no call of its own (marks repeat the call); z-score; measured here: cytoplasmic GR-EGFP intensity; active compounds read high
Dynein cargo inh nuclear GR-EGFP – further read-out of Dynein cargo inh, marked with its call; z-score; measured here: nuclear GR-EGFP intensity;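 lower value marks the stronger effect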
Dynein cargo inh cell count – also measured in Dynein cargo inh; calls as there; z-score; measured here: cell count per field
Starred values were filed as active, the others as inactive; ? = inconclusive; · = not tested or not shown. Rule as the data show it, unless noted: active = inhibition above about 50%; inactive = the rest. No enrichment for hits; 2.1% or so of the library scored in one or more.

SMILES | LYP inhibition | P. falciparum M17LAP | human PMI inhibitors | AID2073 | Dynein cargo inh | Dynein cargo inh cytoplasmic EGFP | Dynein cargo inh nuclear GR-EGFP | Dynein cargo inh cell count | XIAP displacement | human PMI inhibition | M1AAP inhibition | Siah-1 displacement
CCC(=O)NNc1ccc(Br)cc1 | -5% | -5% | -177% | -2% | 1.1 | -0.19 | 0.79 | -0.99 | -4.7% | -96% | 0% | -2%
COc1cccc(CN(C)CC(=O)Nc2ccccc2C(C)C)c1 | -2% | 0% | -2% | 0% | 0.67 | -0.29 | 0.6 | -0.27 | -5.7% | 2% | 2% | 4%
CCOc1ccc(NC(=O)c2nccnc2CO)cc1 | -8% | -4% | 6% | 9% | -0.37 | -0.25 | 0.067 | 0.64 | -6.0% | 9% | 1% | 1%
Cc1cccc(-c2nnc(NC(=O)c3ccc(N4C(=O)CCC4=O)cc3)s2)c1 | -1% | -8% | -8% | 20% | -0.15 | -0.26 | 0.61 | 0.37 | -13% | -5% | 3% | -2%
CCC(C)(C)n1nnnc1C(c1ccc(C)cc1)N1CCN(Cc2cccnc2)CC1 (stereo unspecified) | -2% | 7% | -3% | -2% | -0.18 | -0.19 | 0.044 | 0.27 | -4.7% | -10% | 13% | 3%
C(=N\Nc1ccccc1)/c1nc2ccccc2s1 | -8% | 4% | · | 13% | 0.84 | -0.21 | 0.49 | -0.57 | · | · | -8% | -6%
CCN(CC)C(=O)CSCC(=O)Nc1ccccc1 | -11% | 16% | 2% | 10% | -1 | -0.44 | -0.79 | 1.4 | -4.0% | 3% | -8% | -2%
Nc1ccc2oc(-c3cccc(Br)c3)nc2c1 | 0% | -2% | 18% | ? | -0.2 | -0.16 | 0.2 | 0.092 | -3.8% | 22% | 4% | 1%
CCc1cc2cc(C(=O)Nc3ccc(C)cc3)sc2s1 | 5% | -14% | -5% | 27% | 1.9 | -0.057 | 0.82 | -0.91 | -0.3% | -8% | -3% | 6%
CCOc1ccc2oc(-c3ccccc3)c(C(=O)N(C)C)c2c1 | -9% | 1% | -7% | 17% | 0.25 | -0.14 | 0.46 | 0.073 | -6.1% | -3% | 2% | -2%
N#Cc1c(N)nc2c(c1-c1ccccc1)CCCC2 | -1% | 18% | 4% | 7% | -0.21 | -0.21 | 0.44 | 0.33 | -3.4% | 8% | 3% | 1%
Cc1ccc(C2C(C#N)=C(N)Oc3n[nH]c(C)c32)cc1 (stereo unspecified) | -6% | 53% | 8% | 2% | -0.0085 | -0.15 | 0.62 | -0.98 | 2.1% | 12% | 3% | 2%
CCn1c(SCC(=O)c2ccc3c(c2)Cc2ccccc2-3)nnc1-c1ccc(N)cc1 | -1% | -5% | -10% | 15% | -0.52 | -0.18 | -0.4 | 0.58 | -2.4% | -15% | 6% | 0%
CN1CCCN(Cc2nc(-c3cccc(C(F)(F)F)c3)no2)CC1 | -8% | 0% | 4% | 7% | 0.79 | -0.075 | 0.55 | -0.62 | -2.1% | 2% | 1% | 2%
Nc1nc2ccc([N+](=O)[O-])c(N)c2s1 | 4% | -1% | 14% | -26% | 0.85 | -0.24 | 0.23 | -0.79 | -0.3% | 17% | 7% | -2%
CC(C)(C)c1ccc(OCC(=O)N(c2ccccn2)C2CCCCC2)cc1 | -10% | -14% | 4% | 6% | 2.1 | -0.056 | 3.1 | -2.1 | -7.6% | 14% | -3% | 2%
CCOC(=O)c1c(NC(=O)CCC(=O)O)sc2c1CCCCC2 | 0% | 17% | 6% | -18% | -0.53 | -0.29 | -0.5 | 0.53 | -4.0% | 33% | -1% | 1%
Cc1sc(NC(=O)/C=C/c2ccc3c(c2)OCO3)nc1-c1ccccc1 | -4% | 3% | 1% | 1% | -0.0097 | -0.18 | -0.036 | -0.48 | -4.9% | 13% | 3% | 4%
CN(c1ccc(C(=O)Nc2ccc3c(c2)OCO3)cc1)S(C)(=O)=O | -2% | 3% | · | -5% | -0.59 | -0.21 | 0.17 | -0.34 | · | · | -1% | 3%
O=C(c1ccc2c(c1)OCO2)N1CCN(c2ccccc2F)CC1 | -14% | -2% | 7% | 8% | -0.8 | -0.26 | -0.58 | -0.051 | -0.7% | 5% | -1% | 2%
COc1cccc(/C=C/C(=O)c2ccc(NS(=O)(=O)c3ccc(C)cc3)cc2)c1 | 1% | 14% | 16% | 10% | 3.6 | -0.074 | 1.6 | -1.3 | 1.9% | 26% | 3% | 9%
C/C=C/c1ccc(OCCCNC(C)CC)c(OC)c1 (stereo unspecified) | -8% | -5% | 10% | 16% | 0.19 | 0.22 | 0.019 | 0.39 | -6.7% | 21% | 1% | 9%
Cc1cc2c(C)ccc(C)c2nc1SCC(=O)c1cccs1 | -3% | 0% | 13% | 3% | 0.085 | -0.23 | -0.47 | 0.31 | -1.7% | 15% | -1% | 5%
CCOc1cc(C2C(C#N)=C(N)Oc3n[nH]c(-c4ccccc4)c32)ccc1O (stereo unspecified) | -2% | 77µM* | 22% | -8% | 0.42 | -0.33 | -0.048 | -0.092 | -0.4% | 25% | 9% | -6%
Cc1ccc(S(=O)(=O)N[C@H](C(=O)OCC(=O)NC(=O)Nc2ccc3c(c2)OCCO3)C(C)C)cc1 | 3% | -7% | 18% | -7% | -0.66 | -0.3 | -0.53 | 0.17 | -10% | 15% | 4% | -2%
The results go on.
SMILES | LYP inhibition | P. falciparum M17LAP | human PMI inhibitors | AID2073 | Dynein cargo inh | Dynein cargo inh cytoplasmic EGFP | Dynein cargo inh nuclear GR-EGFP | Dynein cargo inh cell count | XIAP displacement | human PMI inhibition | M1AAP inhibition | Siah-1 displacement
CC(=O)c1sc(NC(=O)COc2ccc(C)c(C)c2)nc1C | 2% | 12% | -8% | 6% | -0.2 | -0.1 | -0.34 | 0.72 | -6.7% | -11% | 4% | 4%
CSCC[C@H](NC(=O)OCc1ccccc1)C(=O)O | -9% | 13% | -10% | -3% | -1.7 | -0.28 | -0.76 | 0.77 | -4.9% | -10% | 7% | -3%
COCCn1nnnc1C(C(C)C)N1CCOCC1 (stereo unspecified) | 5% | -5% | -8% | 3% | 1 | -0.11 | 0.57 | -1.3 | -2.9% | -15% | 16% | 3%
CCOc1ccc(C(=O)N/N=C/c2ccc(SC)cc2)cc1 | -9% | 14% | -7% | 14% | 0.87 | -0.24 | 0.39 | -0.36 | -4.8% | -4% | -3% | 1%
CN(c1ccccc1C(=O)N1CCOCC1)S(C)(=O)=O | -1% | -7% | 2% | 5% | -0.031 | -0.051 | 0.36 | -0.51 | -3.7% | 13% | 0% | 3%
O=C(O)c1nnn(-c2cccc(C(F)(F)F)c2)c1-c1ccccc1 | -5% | 10% | · | 22% | 0.85 | -0.26 | 0.17 | -0.21 | · | · | 2% | 2%
COc1ccccc1OCC(=O)N/N=C1/SCC(=O)N1Cc1ccccc1 | 2% | -5% | 5% | 2% | 0.26 | -0.21 | -0.23 | 0.53 | -4.2% | -1% | 15% | 1%
CCN(C(=O)c1cnc(OC)cc1C(F)(F)F)c1ccc(Cl)cc1Cl | -10% | -5% | · | -6% | 0.33 | -0.26 | -0.062 | 0.66 | · | · | -7% | -3%
O=C(CN1CCN(Cc2ccccc2Cl)CC1)N/N=C/C=C/c1ccccc1[N+](=O)[O-] | -4% | 4% | 12% | -5% | -0.25 | -0.24 | 0.11 | 0.053 | -2.8% | 13% | 5% | 5%
COC(=O)c1ccccc1Sc1c(/C=N/OC(=O)c2ccccc2)c(C(F)(F)F)nn1C | 2% | -1% | 18% | 12% | 2.7 | 0.033 | 2.1 | -1.8 | -5.9% | 20% | 7% | 2%
C/C(=N/NC(=O)c1cnccn1)c1cccs1 | -2% | 7% | -10% | 7% | 0.38 | -0.22 | 0.21 | 0.2 | -4.9% | -12% | 9% | 2%
COc1ccc(NC(=O)CCCn2c(=O)c3sccc3n(Cc3ccccc3C)c2=O)cc1 | -9% | -19% | 1% | 1% | -0.99 | -0.3 | -1 | 0.58 | -6.2% | 7% | 4% | -1%
COc1cc(Nc2ncnc(N)n2)cc(OC)c1 | -1% | 1% | · | 25% | 0.27 | -0.19 | 0.46 | 0.039 | · | · | 11% | 2%
CC1CC(C)(C)NC(=S)N1CCC(=O)NCc1ccc(Cl)cc1 (stereo unspecified) | 1% | 4% | -7% | -9% | 0.75 | -0.33 | -0.24 | -0.69 | -2.4% | -9% | 0% | 0%
Cc1cccn2c(=O)c3cc(C(=O)NCC4CCCO4)c(=N)n(Cc4cccnc4)c3nc12 (stereo unspecified) | -52% | -437% | 4% | 29% | -0.36 | -0.15 | 0.38 | 0.55 | -2.5% | 16% | 23% | 7%
CCN1C(=O)CC(N2CCN(CC(=O)NC(C)C)CC2)C1=O (stereo unspecified) | -6% | 4% | 7% | 13% | -0.39 | -0.12 | -0.74 | -0.97 | -2.6% | 7% | 2% | -1%
O=C(NCc1n[nH]c(=S)n1Cc1ccccc1)c1ccc(Cl)cc1Cl | 3% | 1% | -8% | -13% | 0.47 | -0.3 | 0.14 | -1 | -1.9% | -6% | 1% | 5%
O=[N+]([O-])C(=C1SCCS1)C(=C(Cl)Cl)N1CCCCC1 | -4% | -1% | 18% | -9% | -0.32 | -0.25 | -0.04 | 0.15 | -7.0% | 19% | -2% | 3%
CCOc1ccc(NC(=O)C2CC(=O)NC(N3CCc4ccccc43)=N2)cc1 (stereo unspecified) | -4% | 13% | 9% | 32% | -0.45 | -0.25 | 0.2 | -0.57 | -4.9% | 15% | 0% | 1%
CN(C)c1ccc(C(=O)N2CCN(c3cc(C(F)(F)F)nc4ccccc34)CC2)cc1 | 7% | 3% | · | 10% | 0.4 | -0.21 | 0.78 | -1.2 | · | · | 7% | 2%
O=c1c2sccc2nc(SCc2cc(=O)n3ccccc3n2)n1-c1ccc(Br)cc1 | -7% | 1% | 12% | 1% | 1.5 | -0.25 | 0.66 | -0.51 | -6.5% | 6% | 20% | 7%

In another format: results already given
smiles,LYP inhibition,P. falciparum M17LAP,human PMI inhibitors,AID2073,Dynein cargo inh,Dynein cargo inh cytoplasmic EGFP,Dynein cargo inh nuclear GR-EGFP,Dynein cargo inh cell count,XIAP displacement,human PMI inhibition,M1AAP inhibition,Siah-1 displacement
CC(=O)c1sc(NC(=O)COc2ccc(C)c(C)c2)nc1C,2%,12%,-8%,6%,-0.2,-0.1,-0.34,0.72,-6.7%,-11%,4%,4%
CSCC[C@H](NC(=O)OCc1ccccc1)C(=O)O,-9%,13%,-10%,-3%,-1.7,-0.28,-0.76,0.77,-4.9%,-10%,7%,-3%
